# MCL1 BIM primary: MCL1-BIM-BH3 interaction inhibition (human); 320,000 tested, 0.68% active; Q07820; inhibition, % at 10.9 µM; AID 2057; GST-MCL1 / FITC-Bim-BH3 fluorescence polarization;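 active = inhibition above the mean inhibition of all tested compounds plus 3 SD, set per campaign, cut at about 40% in these data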;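 note: 0% = DMSO wells and 100% = unlabeled Bim-BH3 peptide control; higher means more loss of mP so more displacement of Bim peptide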
# Target sequence (Q07820 whole entry, looked up): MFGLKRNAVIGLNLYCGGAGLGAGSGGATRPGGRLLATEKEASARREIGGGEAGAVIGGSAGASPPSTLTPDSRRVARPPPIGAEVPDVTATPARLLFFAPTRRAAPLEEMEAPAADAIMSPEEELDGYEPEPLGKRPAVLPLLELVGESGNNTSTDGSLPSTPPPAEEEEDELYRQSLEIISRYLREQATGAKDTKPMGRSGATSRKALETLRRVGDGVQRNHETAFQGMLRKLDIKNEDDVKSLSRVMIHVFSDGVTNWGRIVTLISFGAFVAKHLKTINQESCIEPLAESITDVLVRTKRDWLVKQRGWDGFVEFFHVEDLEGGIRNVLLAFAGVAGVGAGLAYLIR
# GLD-1 TGE inh: GLD-1-TGE RNA interaction inhibition (C. elegans). Q17339. purified GLD-1 + fluorescein TGE RNA, fluorescence polarization. inhibition, % at 5.96 µM. 320,000 tested, 0.44% active. AID 2280;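 active = percent inhibition above a per-plate cutoff, the plate mean of test compounds plus 3 SD, cut at about 30% in these data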;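 note: 0% = DMSO wells with GLD-1 and probe and 100% = wells lacking GLD-1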
# MEX-5 binding: C. elegans MEX-5 TCR-2 RNA binding activity; Q9XUB2; MEX-5/FITC-TCR2 RNA binding, fluorescence polarization; active compounds read low; activity score (negative = inhibition of binding), % at 10 µM; 300,000 tested, 0.38% active; AID 1832;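 active = inhibition past about -25% in most replicates, and total fluorescence under double the plate's negative control median, limit read from the data; inconclusive = replicates evenly split on the limit, or fluorescence at least double controls; inactive = too little inhibition in most replicates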;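 note: 0% = DMSO and -100% = 5 µM competing unlabeled TCR2 RNA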
# AGP1-GFP MLPCN: alters AGP1-GFP fluorescence in TOR pathway yeast screen; 320,000 tested, 0.02% active; AID 2066; S. cerevisiae AGP1-GFP multiplex flow cytometry, 3 h; GFP as percent of DMSO wells; GFP response vs DMSO, % at 10 µM;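 active = GFP response relative to DMSO above a set limit, near screen average plus 3 SD, cut at about 150% in these data; inconclusive = fewer than 70 cells counted for the yeast strain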;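 note: median GFP channel fluorescence of the gated AGP1 strain per well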
# Bcl-xL primary: Bcl-xL (human) inhibition. GST-Bcl-xL / FITC-Bim BH3 peptide fluorescence polarization. 320,000 tested, 0.7% active. inhibition, % at 10.9 µM. Q07817;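 active = inhibition above the mean of all tested compounds plus 3 SD, cutoff set per campaign, cut at about 30% in these data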;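 note: 0% = DMSO wells and 100% = unlabeled Bim-BH3 peptide competitor; inhibitors lower millipolarization by displacing the labeled peptide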
# CIT2-GFP yeast: alters CIT2-GFP fluorescence in TOR pathway yeast screen. S. cerevisiae CIT2-GFP strain, flow cytometry, 3 h; 100 means same as DMSO wells. GFP response vs DMSO, % at 10 µM. 320,000 tested, 0.065% active. AID 2029;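 active = GFP response relative to DMSO above a set limit, near the screen mean plus 3 SD, cut at about 150% in these data; inconclusive = Fewer than 70 cells measured for a yeast strain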;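 note: ratio of well median GFP fluorescence to mean of DMSO wells on the plate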
# CR mimetic SO: caloric restriction mimetics inhibiting age-related superoxide in yeast; S. cerevisiae aged cells, superoxide DHE fluorescence; active compounds read low; superoxide response (% of plate mean), % at 10 µM; 330,000 tested, 0.18% active;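 active = superoxide response under a set limit, about three screen SD below normal, cut at about 65% in these data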;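 note: yeast aged for seven days with compound at 30 °C before DHE staining; 100% = average MFI of all compound-treated wells on the plate with controls excluded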
# GRK2 inh: human GRK2 inhibition via aptamer displacement; P25098; bead flow cytometry, FAM-aptamer displacement from GRK2; inhibition of aptamer binding, % at 10 µM; 330,000 tested, 0.59% active;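 active = inhibition of aptamer binding above 40%, roughly 3 SD of noise, on plates passing a quality check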;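 note: median bead fluorescence of bound FAM aptamer so fluorescent compounds give negative values; no value below 0 was filed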
# Target sequence (P25098 whole entry, looked up): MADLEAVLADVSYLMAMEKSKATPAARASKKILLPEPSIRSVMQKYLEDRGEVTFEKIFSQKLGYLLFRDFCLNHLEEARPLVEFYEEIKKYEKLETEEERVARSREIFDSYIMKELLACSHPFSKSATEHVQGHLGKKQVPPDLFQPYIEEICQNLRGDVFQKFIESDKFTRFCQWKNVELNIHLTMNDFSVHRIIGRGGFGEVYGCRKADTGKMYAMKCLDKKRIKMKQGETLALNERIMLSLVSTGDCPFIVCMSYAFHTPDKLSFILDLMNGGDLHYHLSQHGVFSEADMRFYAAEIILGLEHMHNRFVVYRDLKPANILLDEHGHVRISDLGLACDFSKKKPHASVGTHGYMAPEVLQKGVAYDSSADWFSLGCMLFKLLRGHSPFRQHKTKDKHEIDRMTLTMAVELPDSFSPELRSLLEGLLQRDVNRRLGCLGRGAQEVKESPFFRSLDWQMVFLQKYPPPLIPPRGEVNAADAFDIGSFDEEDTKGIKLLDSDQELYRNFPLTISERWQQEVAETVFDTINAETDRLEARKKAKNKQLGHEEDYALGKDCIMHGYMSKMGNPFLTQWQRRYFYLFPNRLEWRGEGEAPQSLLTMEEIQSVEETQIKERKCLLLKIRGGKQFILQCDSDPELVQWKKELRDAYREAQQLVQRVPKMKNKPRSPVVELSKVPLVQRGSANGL
# VLA-4 inh: inhibition in a human VLA-4 binding assay; VLA-4 expressing cells, ligand binding flow cytometry; inhibition, % (about 7 µM as worked out from the volumes in the protocol); 330,000 tested, 0.2% active; in the data active = inhibition above about 50%
# * marks the source's active call; other numbers are inactive results; ? = inconclusive; · = not tested or not shown.
SMILES,MCL1 BIM primary,GLD-1 TGE inh,MEX-5 binding,AGP1-GFP MLPCN,Bcl-xL primary,CIT2-GFP yeast,CR mimetic SO,GRK2 inh,VLA-4 inh
Cc1ccc(Cl)cc1NC(=O)C1CC(=O)N(C(C)C)C1 (centres undefined),6,6,-0.1,96,6,104,100,·,21
COc1ccc2c(c1OC)CN(C)CCc1cc3c(cc1C(=O)C2)OCO3,6,1,0.2,105,3,106,110,5,-1
O=C1CSC(c2cccnc2)N1CCc1ccccn1 (centres undefined),14,1,0.1,102,7,85,102,0,5
CCCCn1c(SCc2nc3ccccc3s2)nc2cc(S(N)(=O)=O)ccc21,-4,0,-8.2,92,-4,100,101,2,-9
c1ccc(C2=NOC(c3nnc(-c4ccccc4)o3)C2)cc1 (centres undefined),4,4,2.1,·,3,·,·,·,·
CCCCN(CCCC)CC(O)COc1ccccc1Br (centres undefined),13,4,2.6,108,-2,109,102,0,3
Cc1cc(C)n2nc(S(=O)(=O)N(CC(C)C)CC(C)C)nc2n1,3,-6,0.0,102,3,106,97,0,4
COc1ccccc1CNC(=O)c1ccccc1C(=O)NC(C)(C)C(=O)NCc1ccccc1OC,4,2,1.7,104,4,102,119,0,5
CC(=O)Nc1ccc(NC(=O)C2CCC(CNS(=O)(=O)c3cccc4nsnc34)CC2)cc1 (centres undefined),-3,4,0.3,96,1,91,95,0,1
O=C(CSc1nc2ccccc2o1)N1N=C(c2cccs2)CC1c1ccc(F)cc1 (centres undefined),-1,2,-1.6,103,2,98,102,0,7
CCCCCCC(C)n1[nH]c(=O)cc1N (centres undefined),1,-2,1.1,104,0,101,101,0,4
C[C@H](NC(=O)c1nc[nH]c1C(=O)OCc1ccccc1)c1ccccc1,11,2,·,102,2,97,111,0,2
CCOC(=O)C1=C(N)OC2=C(C(=O)CC(C)(C)C2)C1c1cc(CSc2nnnn2C)cs1 (centres undefined),-2,5,1.3,106,2,103,103,0,-11
COc1ccc(C(CC(=O)O)NC(=O)Nc2ccccc2)cc1OC (centres undefined),-11,-11,-2.6,113,-1,·,108,0,6
CC(=O)c1ccc(NC(=O)C2C3C=CC(C3=C(c3ccccc3)c3ccccc3)C2C(=O)O)cc1 (centres undefined),2,5,-1.9,81,6,85,86,3,0
COc1ccc(C(=O)C2CCCN(C/C=C/c3ccccc3OC)C2)c(OC)c1 (centres undefined),8,4,-0.9,107,2,105,102,0,-3
c1ccc2c(c1)Cc1ccccc1O2,-3,-2,·,93,1,93,101,2,10
O=C(NCc1ccccn1)Nc1cc(Cl)ccc1Cl,5,-4,-0.3,97,4,98,100,0,-7
O=C(Nc1cccc(NC(=O)c2ccc([N+](=O)[O-])o2)c1)c1ccco1,9,5,-2.5,101,4,101,99,2,-5
CC1(c2cccc(Br)c2)NC(=O)N(CC(=O)N2CCc3ccccc32)C1=O (centres undefined),2,0,·,101,5,105,92,1,-11
COc1ccccc1C(=O)Nc1ccc2c(c1)CCCN2C(=O)c1cccs1,-6,4,-2.6,102,2,92,105,0,-3
Cc1cccc(N=C2NC(=O)/C(=C\c3cccs3)S2)c1,-11,5,1.9,97,-5,97,129,0,10
COc1ccc(N(Cc2ccccc2)C(=O)CSc2nnc(Cn3nnc4ccccc43)o2)cc1,0,0,-1.0,110,1,107,98,3,-1
CC(=O)Nc1ccc(-c2nnc(SCc3c(C)cc(C)cc3C)n2C)cc1,-2,1,-0.7,108,-2,101,100,2,11
Cc1c(C(=O)N2CCCCC2)oc2ccc(Br)cc12,0,-2,0.9,100,0,96,102,3,6

# Taken from the results shown (3 entries):
SMILES,MCL1 BIM primary,GLD-1 TGE inh,MEX-5 binding,AGP1-GFP MLPCN,Bcl-xL primary,CIT2-GFP yeast,CR mimetic SO,GRK2 inh,VLA-4 inh
CCCCCCC(C)n1[nH]c(=O)cc1N (centres undefined),1,-2,1.1,104,0,101,101,0,4
C[C@H](NC(=O)c1nc[nH]c1C(=O)OCc1ccccc1)c1ccccc1,11,2,·,102,2,97,111,0,2
CCOC(=O)C1=C(N)OC2=C(C(=O)CC(C)(C)C2)C1c1cc(CSc2nnnn2C)cs1 (centres undefined),-2,5,1.3,106,2,103,103,0,-11

# Next section.
SMILES,MCL1 BIM primary,GLD-1 TGE inh,MEX-5 binding,AGP1-GFP MLPCN,Bcl-xL primary,CIT2-GFP yeast,CR mimetic SO,GRK2 inh,VLA-4 inh
CC1(C)CC(=O)C2=C(C1)NC(=O)NC2c1ccc(Cl)cc1 (centres undefined),8,1,3.2,98,1,97,90,2,-4
CC1(C)Cc2nc3oc4c(NCc5ccccc5)ncnc4c3cc2CO1,0,-1,0.1,92,6,100,108,0,-5
O=C(OCC(=O)N1CCCCC1)c1c[nH]c2ccccc12,2,4,·,103,2,95,110,0,-5
CCOC(=O)COc1ccc2c(=O)cc(-c3ccccc3)oc2c1,7,-3,1.9,109,4,99,93,5,-1
NC(=O)NC(=O)COC(=O)CC12CC3CC(CC(C3)C1)C2,-2,3,0.9,105,-1,95,97,1,-3
N#Cc1cn(-c2ccccc2)nc1-c1cc2ccccc2oc1=O,-7,0,-4.3,97,-3,97,102,2,-12
O=C(Cc1ccccc1)NCC(=O)OCc1ccc([N+](=O)[O-])cc1,6,-3,-4.9,97,-1,91,144,0,24
COC(=O)C1=C(C)NC(C)=C(C(=O)OC)C1c1ccc(-c2cccc(Cl)c2Cl)o1,-2,5,-1.5,99,4,96,112,1,3
CC1CCC(NC(=O)CN2CCC(n3nnc4cc(F)ccc43)CC2)CC1 (centres undefined),1,-3,-1.0,102,-4,93,102,1,-3
COCCNC(=O)C(c1cccnc1)N(Cc1ccccc1)C(=O)Cn1nnc2ccccc21 (centres undefined),-1,6,1.7,93,-1,92,131,0,7
COc1ccc(Br)cc1C(=O)NC(=S)Nc1ccc(CN2CCOCC2)cc1,2,-1,-0.3,106,-1,121,119,0,-4
CC(C)Oc1ccc(CNC(=O)Cn2ccc3cc(S(=O)(=O)N4CCCC4)ccc32)cc1,5,-1,-3.9,103,5,100,113,2,9
CCOC(=O)[C@H]1[C@H]2COc3ccc(OC)cc3[C@@H]2N2C(=O)CN(Cc3ccco3)C(=O)[C@@]12C,4,-2,·,100,3,98,116,0,6
Cc1[nH]c2ccc(F)cc2c1CCN(Cc1cccnc1)C(=S)Nc1ccc(F)cc1,8,3,-1.1,106,8,100,110,2,-1
COc1ccc(C(=O)c2ccc([N+](=O)[O-])cc2Cl)cc1,-5,-3,-1.6,98,-2,82,93,0,17
COc1ccccc1C1=NNC(=Nc2cccc(S(=O)(=O)N(C)C)c2)SC1,8,-4,-9.1,97,10,97,111,0,0
Cc1cc(C)c2nc(NC(=O)c3ccc4c(=O)n5c(nc4c3)CCCCC5)sc2c1,14,-1,-1.6,97,1,95,83,1,0
CCC(=O)N1CCC2(CC1)Oc1ccc(Cl)cc1C(=O)C21CC(c2ccccc2)=NO1 (centres undefined),4,-1,1.7,92,7,90,91,0,-20
O=c1c2[nH]c3ccccc3c2nc2n1CCS2,2,0,3.7,108,6,100,101,0,7
NC(=O)NCc1ccc(F)cc1,-6,0,2.4,104,1,99,99,0,11
CC1(OC(=O)c2ccco2)C(=O)C=C2C=C(C3CC3)OC=C2C1=O (centres undefined),79*,63*,-34*,97,75*,78,93,2,-18
O=C(Nc1ccc(OCc2ccccc2Cl)cc1)c1cccnc1,-11,3,-2.8,82,4,73,97,3,5
O=C(CSc1ccc2nc(-c3ccccc3)cn2n1)NCC1CCCO1 (centres undefined),4,8,2.5,98,6,104,86,0,-3
Cc1cccn2c(CN[C@H]3CCCCNC3=O)c(C(=O)N3CCOCC3)nc12,2,0,-0.8,100,1,95,101,0,1
COc1cccc(NC(=O)COC(=O)C2CCN(S(=O)(=O)c3cccs3)CC2)c1,-5,0,2.1,100,2,·,102,0,-1
# Next compounds follow:
SMILES,MCL1 BIM primary,GLD-1 TGE inh,MEX-5 binding,AGP1-GFP MLPCN,Bcl-xL primary,CIT2-GFP yeast,CR mimetic SO,GRK2 inh,VLA-4 inh
COc1ccc(NC(=O)Nc2nnc(-c3ccco3)s2)cc1,4,-4,0.3,103,4,96,114,1,9
CC(=O)OCC(=O)C1=CCC2C3CCC4=CC(=O)C=CC4(C)C3(F)C(OC(C)=O)CC12C (centres undefined),-4,-3,-1.6,98,-3,100,116,5,19
Cc1cc(C)c(S(=O)(=O)N2CCCOC2CNC(=O)C(=O)NCc2ccco2)c(C)c1 (centres undefined),-1,-10,2.7,92,1,92,109,0,7
Cc1ccc(C(=O)c2c3ccc(C(F)(F)F)cc3nn2CCC(N)=O)cc1,5,6,-0.1,100,3,96,102,5,47
Cc1noc(C)c1CSc1nnc(C)c(=O)[nH]1,3,-2,-0.2,100,6,96,85,1,-3
CCOC(=O)c1ccc(S(=O)(=O)NC2CCCCCCC2)n1C,1,2,-0.8,98,6,94,107,1,-6
c1ccc(CN2CN=C(Nc3nc4ccccc4s3)NC2)cc1,-5,-6,-2.2,107,6,106,108,1,-4
Cc1ccc(-n2c(CSc3nc(C)cc(C)n3)nnc2SCC(=O)N2CCCC2)cc1,8,8,0.4,106,1,99,99,0,50*
N#CCCNc1ccc(OCCC#N)cc1,0,3,0.3,102,9,97,92,1,8
CCOC(=O)CN1C(=O)CSc2ccc(S(=O)(=O)N3CCOCC3)cc21,1,-2,-0.7,?,3,?,107,2,46
NS(=O)(=O)c1ccc(NC(=S)NCc2cccc(Cl)c2)cc1,-3,-6,0.8,110,5,107,110,4,6
Cc1ccc(-n2nnnc2SCC(=O)N2CCc3ccccc3C2)cc1,-8,3,0.7,103,-1,100,89,0,7
C/C(=N\NC(=O)C1CCCC1)c1ccc(Cl)c(Cl)c1,·,·,·,90,·,90,109,0,12
CCOC(=O)N1CCN(C(=O)C2CCC(=O)N2C(C)C)CC1 (centres undefined),5,3,0.7,105,4,103,103,0,4
CN(c1ccccc1)S(=O)(=O)c1ccc(NC(=O)c2nc(S(C)(=O)=O)ncc2Cl)cc1,9,1,-1.3,111,11,108,62*,0,33
COc1cccc(C(=O)CSc2nc3ccccc3n2CC(=O)N(C(C)C)C(C)C)c1,6,-2,0.4,86,-2,87,103,0,12
O=C(NC1(C(F)(F)F)NC(=O)N(Cc2ccccc2)C1=O)c1cccs1 (centres undefined),1,-1,1.0,98,5,99,104,1,7
CCc1nc(CN2CCN(c3cc(C(F)(F)F)ccn3)CC2)c(C)[nH]1,-2,-4,2.7,111,2,105,107,1,7
COc1ccc(OC)c(S(=O)(=O)N/N=C\c2c[nH]c3ccccc23)c1,·,·,0.6,95,·,81,99,4,-6
COc1cccc(COc2nc3c(c(=O)n(C)c(=O)n3C)n2C)c1,5,-4,1.3,91,6,88,97,0,9
COc1ccc(S(=O)(=O)N2CCC(C(=O)NCC(c3cccs3)N(C)C)CC2)cc1 (centres undefined),4,1,0.3,?,1,?,103,1,2
COc1cc(OC)cc(C(=O)NC2CC3CCC(C2)N3C)c1 (centres undefined),5,1,·,91,6,84,91,3,-14
CCc1ccccc1NC(=S)N1CCN(c2ccccc2F)CC1,7,-5,2.1,89,5,101,90,0,-2
O=C(O)c1ccccc1C(=O)NCC(O)COc1ccc(Cl)cc1 (centres undefined),1,-7,-1.1,100,7,83,102,2,5
Cc1c(N=C2NC(=O)C(CC(=O)Nc3ccccc3)S2)c(=O)n(-c2ccccc2)n1C (centres undefined),14,10,-2.8,·,14,82,106,36,-4
CC1(C)Cc2c(c(N3CCOCC3)nc3sc(C(=O)Nc4cccc(Cl)c4)c(N)c23)CO1,0,3,-1.3,90,7,96,98,1,16

# Assay outcomes as filed in PubChem BioAssay.
